EphA4 KYL inhibition: inhibitors of EphA4 binding to KYL peptide, primary screen, biochemical, colorimetric, mouse EphA4 (AID 689); EphA4-AP binding to KYL peptide, pNPP A405; higher % means a stronger effect; inhibition, % at 10 µM; hits with a dose series show IC50 in µM; 0.1% of 62,000 active; in the data active = a potency from the dose series; inactive = the rest, 99 in 100 with inhibition below about 22%
Active calls of the source: *.

SMILES	EphA4 KYL inhibition
Cc1ccc(/C=c2\sc3n(c2=O)CN(c2cccc(Br)c2)CN=3)o1	-10%
O=C(COc1ccc(Cl)cc1)Nc1nc(-c2ccc(Cl)cc2)cs1	-7%
O=C(c1cnccn1)N(c1ccccc1)C1(C(=O)NC2CCCCC2)CCCCC1	16%
Cc1ccc(C(=C2C3C=CC2C2C(=O)NC(=O)C32)c2ccc(C)cc2)cc1 (configuration not stated)	-4%
COc1ccc(-n2nnc3c(=O)n(CC(=O)NCC4CCCO4)cnc32)cc1 (configuration not stated)	3%
Cc1ccccc1OCCn1nc(C(=O)O)c2ccccc2c1=O	0%
c1ccc2c(CN3CCCC3)ccc(CN3CCCC3)c2c1	-3%
CCc1ccc2[nH]c(=O)c(C(c3nnnn3CCOC)N3CCN(c4ccccc4)CC3)cc2c1 (configuration not stated)	-10%
CCOC(=O)c1c(-c2ccc(-c3ccccc3)cc2)csc1NC(=O)C1CC1	13%
NC(=O)c1ccc(OCC(F)(F)C(F)(F)C(F)(F)C(F)(F)C(F)(F)C(F)F)cc1	-14%
Cn1c(=O)cc(OCC(=O)NCc2ccccn2)c2ccccc21	-5%
COC(=O)c1ccc(NC(=S)NCCC2=CCCCC2)cc1	0%
COc1ccc(OCC(=O)N/N=C/c2ccc(O[C@@H]3O[C@H](CO)[C@@H](O)[C@H](O)[C@H]3O)cc2)cc1	-8%
C=CCN(CC=C)Cc1c(C)[nH]c2ccc(C(=O)OCC)cc2c1=O	-9%
CCOC(=O)CCC(=O)N1CCOCCN(C(=O)CCC(=O)OCC)CCOCC1	-12%
Cc1cccc(C(=O)N/N=C/c2ccc(OC3CSC3)cc2)c1	-19%
Cc1cc(C)n(-c2nc3ccccc3nc2Nc2ccc(CC(=O)O)cc2)n1	-9%
CCOc1ncccc1C(=O)OCC(=O)N1CCN(S(=O)(=O)c2ccccc2)CC1	-7%
CCC(C)NS(=O)(=O)c1ccc(NC(=O)CCC2CCCCC2)cc1 (configuration not stated)	-14%
CC(C)(C)NC(=O)CSC(=Nc1ccc(F)cc1)NC#N	-20%
CCN(CC)c1ccc(/C=N/N2CCN(Cc3cccc4ccccc34)CC2)c(O)c1	-8%
O=C(O)c1ccc(S(=O)(=O)c2ccc3c(c2)C(=O)N(c2cccc(C(F)(F)F)c2)C3=O)cc1	-6%
Cc1c(C(=O)NCc2ccc3c(c2)OCO3)sc2nc(-c3ccccc3)cn12	6%
CC(C)CC(=O)Nc1nc2ccc(S(=O)(=O)N3CCOCC3)cc2s1	-4%
O=C(CNS(=O)(=O)c1ccccc1)OCC(=O)c1ccc(OC(=O)c2ccccc2)cc1	-6%
COc1ccc(Cn2cnc3c([N+](=O)[O-])c(C)c(C)cc32)cc1	-10%
Cc1ccc(NC(=S)NC2CC3CCC(C2)N3Cc2ccco2)cc1C (configuration not stated)	-20%
O=Cc1c(N2CCCCCC2)nc2ccccn2c1=O	-9%
C=CCSc1ccsc1C(=O)O	-28%
Cc1c(C(=O)O)oc2c1ccc1ccccc12	0%
Cc1noc(C)c1CSc1nnc(-c2ccncc2)n1-c1cccc(Cl)c1C	3%
CCOc1ccccc1C(=O)N/N=C/c1cccc2cccnc12	6%
O=C(NCc1csc(-c2ccccc2)n1)c1ccco1	-11%
O=C(CCCN1C(=O)c2ccccc2C1=O)NCC1CCCO1 (configuration not stated)	-3%
Cn1c(=O)c2c(nc(Sc3n[nH]c(N)n3)n2Cc2ccccc2Cl)n(C)c1=O	4%
Cn1c(SCC(=O)Nc2ccc3nc(SCC(=O)N4CCCC4)sc3c2)nnc1-c1ccccc1	-13%
CCCCNC(=O)c1onc(CSc2ccc(F)cc2)c1C(=O)O	-3%
CCCCCCC(=O)Nc1nc(C)c(-c2csc(Nc3ccc(Cl)cc3)n2)s1	-3%
O=S(=O)(/N=C(/Nc1ccc(F)cc1F)c1ccc(Cl)cc1)c1ccccc1	-10%
C/C(=N\NC(=O)c1ccc(Cl)cc1)c1ccc(Br)s1	0%
Cc1ccccc1NC(=O)N1C2CCC1CC(O)(c1cccnc1)C2 (configuration not stated)	-8%
Cc1cc2cc(CNC(=O)c3cc4ccccc4o3)ccc2n1C	21%
Cc1cc2c(c(=O)n1CC1CCCO1)C(c1ccco1)C(C#N)=C(N)O2 (configuration not stated)	-10%
CCOC(=O)c1ccc(NC=C2C(=O)OC3(CCCCC3)OC2=O)cc1	-5%
CCOC(=O)Cc1nnn(CC(=O)OCC)n1	-6%
O=C(CC1NC(=O)NC1=O)Nc1ccc(Cl)cc1 (configuration not stated)	0%
O=C(Cn1cccc1)NC1CCCCCC1	-5%
CCOC(=O)C(NCc1ccc2c(c1)OCO2)(NC(=O)c1ccccc1)C(F)(F)F (configuration not stated)	-1%
O=C(CCS(=O)(=O)c1cccs1)Nc1ccc(C(=O)NCc2cccs2)cc1	-8%
COC(=O)c1c(-c2cccs2)csc1NC(=O)CSc1ncnc2sc(C)c(C)c12	-2%
O=C1CCc2cc(S(=O)(=O)N3CCCC3C(=O)N3CCN(c4ccccc4F)CC3)ccc2N1 (configuration not stated)	-6%
Cc1ccc(Cl)cc1NC(=O)C1CC(=O)N(c2ccc(Br)cc2)C1 (configuration not stated)	-12%
O=C(CSCc1ccc(Cl)cc1)Nc1ccc(C(=O)Nc2nccs2)cc1	8%
Cc1ccc(NC(=S)NC(=O)c2c(-c3ccccc3Cl)noc2C)cc1	-1%
COc1cccc(C2NC(=O)NC(C)=C2C(=O)Nc2ccc(C)c(Cl)c2)c1OC (configuration not stated)	-1%
COC(=O)c1nn(-c2ccc(Cl)cc2)c(=O)cc1Sc1ccccn1	0%
Cc1ccc(OCc2nnc(SCC(=O)C(C)(C)C)n2Cc2ccco2)cc1	-12%
CC(C)c1ccc(CN(C(=O)C2COc3ccccc3O2)C2CCS(=O)(=O)C2)cc1 (configuration not stated)	-8%
N#Cc1c(N)nc2c(c1-c1ccc3c(c1)OCO3)CCCCCC2	-8%
O=C(Cn1c(=O)sc2ccccc21)Nc1ccc2c(c1)OCCO2	-4%

Following part:
SMILES	EphA4 KYL inhibition
CCN(CC(=O)NC1CCS(=O)(=O)C1)c1nc(-c2cccnc2)nc2ccccc12 (configuration not stated)	-2%
CC(C)C(=O)Nc1ccc(Oc2ccc(C(=O)O)c(C(=O)O)c2)cc1	-2%
Cn1nc(-c2ccc(Cl)cc2)c2cc(C(=O)NCc3ccco3)sc21	9%
Cc1cc(C)n2nc(/C(C#N)=C/c3ccccc3)c(C#N)c2n1	2%
COC(=O)CSc1nnc(CNC(=O)c2ccc(S(=O)(=O)N3CCCCC3)cc2)n1C	-3%
Cc1ccc(-c2nc3ccccc3o2)cc1NC(=O)c1ccccc1Br	-1%
Cc1ccc(-n2ncc3c(=O)n(CC(=O)NC4CCCCC4)cnc32)cc1C	-1%
Cc1c(C(=O)NCCC2=CCCCC2)oc2ccc(S(=O)(=O)N3CCOCC3)cc12	-10%
Cc1ccc(N(C(=O)Cn2nnc3ccccc32)C(C(=O)NCc2ccco2)c2ccc(C)o2)cc1 (configuration not stated)	1%
Cc1ccc(S(=O)(=O)NC(CC(N)=O)C(=O)O)cc1 (configuration not stated)	-6%
Cn1c(C(O)c2ccccc2F)nc(Cl)c1Cl (configuration not stated)	-14%
CCCOc1ccc(CCc2n[nH]c(=S)n2Cc2ccccc2)cc1	-11%
CC(=O)c1cccc(NC(=O)N2CCCC2C(=O)NCCC(C)C)c1 (configuration not stated)	-16%
O=C(NC(NC(=O)C(c1ccccc1)c1ccccc1)c1ccc(F)cc1)C(c1ccccc1)c1ccccc1	6%
Cc1ccc(-c2cc(C(=O)N3CCN(c4ccc(F)cc4)CC3)c3ccccc3n2)o1	-10%

Nothing new here: an excerpt of the list.
SMILES	EphA4 KYL inhibition
Cc1ccc(-n2ncc3c(=O)n(CC(=O)NC4CCCCC4)cnc32)cc1C	-1%
Cc1c(C(=O)NCCC2=CCCCC2)oc2ccc(S(=O)(=O)N3CCOCC3)cc12	-10%

(more compounds)
SMILES	EphA4 KYL inhibition
COc1cc(/C=N/NC(=O)c2cncc(Br)c2)ccc1OC(=O)c1ccc2c(c1)OCO2	2%
O=C(c1cc(Cl)nc2ccccc12)N1CCCCC1	0%
Cc1sc2nc(C3CC3)nc(SCC(=O)N3c4ccccc4CC3C)c2c1C (configuration not stated)	-8%
c1ccc2[nH]c(SCc3ccc(-c4nnco4)cc3)nc2c1	2%
O=C(CSc1nnc(CCCN2C(=O)c3cccc4cccc(c34)C2=O)n1-c1ccccc1)NCc1cccnc1	-7%
CCC(CC)C(=O)NCc1ccccc1OC	-6%
CCc1ccc(Nc2nnc(SCn3nnc4ccccc4c3=O)s2)cc1	-16%
O=C(c1ccc(COc2ccccc2Cl)o1)N1CCN(Cc2ccc3c(c2)OCO3)CC1	6%
O=C(Nc1ccccc1C(F)(F)F)c1cc(S(=O)(=O)N2CCC3(CC2)OCCO3)ccc1F	-11%
c1ccc(Cn2ncc3c(N4CCCCC4)ncnc32)cc1	-18%
CC(=O)N1CCN(c2ccc(NC(=O)c3cccc(Br)c3)cc2)CC1	-13%
CCCCOc1ccc(Cl)cc1CSc1n[nH]c(C)n1	-6%
COc1ccc(C2N(c3ccc(OC)cc3)C(=O)C3CCCN32)cc1 (configuration not stated)	-12%
O=C(CCl)NCc1c(Cl)cccc1-n1cccc1	-8%
O=S(=O)(c1ccc(Br)cc1)N1CCN(c2ccccc2Cl)CC1	7%
Cc1nc(SCC(=O)NCCc2ccc(Cl)cc2)nc(C)c1C	-8%
O=C(/C=C/c1ccc(Cl)cc1Cl)NC(=S)Nc1ccccn1	-1%
CCCn1nc2cc(C(=O)NC3CCCc4ccccc43)ccc2c1OCC (configuration not stated)	-13%
CCOc1cc(CNC2CCCC2)cc(Cl)c1OCc1ccccc1	-13%
Clc1ccc(C(c2ccccc2)N2CCNCC2)cc1 (configuration not stated)	1%
O=C1CN(c2nc(-c3ccccc3)c3cc(Br)ccc3n2)c2ccccc2N1	-5%
CCCCNc1oc(-c2cccs2)nc1S(=O)(=O)c1ccccc1	10%
O=C(Cc1ccccc1)Nc1ccc(-c2nnc(-c3ccco3)o2)cc1	-3%
COc1ccccc1OCCOc1ccccc1/C=C1/SC(=S)N(C)C1=O	5%
O=C(Cc1cccs1)OCC(=O)c1ccco1	24%
Cc1ccc(S(=O)(=O)N(CC(=O)Nc2cccc([N+](=O)[O-])c2)C2CCCCC2)cc1	-1%
COc1ccc(S(=O)(=O)NC(C)C(=O)Nc2ccccc2F)cc1 (configuration not stated)	-4%
Cc1ccc(S(=O)(=O)c2cccc(S(=O)(=O)N3CCCC3)c2)cc1S(=O)(=O)N1CCCC1	-4%
C=CCN1C(=O)C(Cc2ccc(Br)cc2)S/C1=N\N=C\c1ccco1 (configuration not stated)	-14%
N=C1C(c2nc3ccccc3c(=O)[nH]2)=C(O)CN1c1ccccc1	-18%
CCOC(=O)c1c(-c2cccs2)csc1NC(=O)CN(CC)CC	-11%
CN(CCNC(=O)Cn1c(=O)sc2ccccc21)Cc1ccccc1	-4%
CCN1CCN(CCCNC(=O)C2CCCN(c3nnc(-n4cccc4)s3)C2)CC1 (configuration not stated)	2%
C=CCN1CCN(C(c2cc(OC)ccc2OC)c2nnnn2CC2CCCO2)CC1 (configuration not stated)	0%
O=S(=O)(NCc1ccncc1)c1ccc(F)cc1	1%
CC(=O)N1CCc2cc(C(=O)CN3CCN(c4ccccc4F)CC3)ccc21	-20%
CC1(C)OC(=O)C(=CNc2ncccn2)C(=O)O1	-13%
O=C(O)CCNc1cc2ccccc2cc1C(=O)O	9%
COc1cc(C(=O)N/N=C/c2ccsc2C)cc(OC)c1OC	-14%
CCOc1cc2[nH]c(=O)n(CCCN3CCCC3=O)c(=O)c2cc1OCC	1%
O=C(Cn1ncc2c(=O)oc3ccccc3c21)N1CCCc2ccccc21	10%
Cc1nc2c(C(=O)NCCC3=CCCCC3)c[nH]n2c(=O)c1Cl	2%
Cc1nc(Cc2nnc(SCc3nc(N)nc(Nc4ccccc4C)n3)o2)cs1	-22%
CCOC(=O)CN1CC23C=CC(O2)C(C(=O)NC2CCCCCC2)C3C1=O (configuration not stated)	4%
Cc1ccc(C(=O)CCNc2ccc(F)cc2)o1	3%
Cc1ccc(-c2noc(CCC(=O)NCc3ccc4c(c3)OCO4)n2)cc1	-12%
COc1cccc(/C=N/NC(=O)CSc2nnc(C)n2-c2ccccc2)c1OC	-9%
CCCCCNC(=O)c1ccc2c(=O)n(CCOC)c(=O)[nH]c2c1	-5%
Cc1ccc(S(=O)(=O)Nc2nc3ccccc3s2)cc1	-2%

Of the compounds above, 17 contain an aryl thioether with sulfur outside any ring:
SMILES	EphA4 KYL inhibition
C=CCSc1ccsc1C(=O)O	-28%
Cc1noc(C)c1CSc1nnc(-c2ccncc2)n1-c1cccc(Cl)c1C	3%
Cn1c(=O)c2c(nc(Sc3n[nH]c(N)n3)n2Cc2ccccc2Cl)n(C)c1=O	4%
Cn1c(SCC(=O)Nc2ccc3nc(SCC(=O)N4CCCC4)sc3c2)nnc1-c1ccccc1	-13%
CCCCNC(=O)c1onc(CSc2ccc(F)cc2)c1C(=O)O	-3%
COC(=O)c1c(-c2cccs2)csc1NC(=O)CSc1ncnc2sc(C)c(C)c12	-2%
COC(=O)c1nn(-c2ccc(Cl)cc2)c(=O)cc1Sc1ccccn1	0%
Cc1ccc(OCc2nnc(SCC(=O)C(C)(C)C)n2Cc2ccco2)cc1	-12%
COC(=O)CSc1nnc(CNC(=O)c2ccc(S(=O)(=O)N3CCCCC3)cc2)n1C	-3%
Cc1sc2nc(C3CC3)nc(SCC(=O)N3c4ccccc4CC3C)c2c1C (configuration not stated)	-8%
c1ccc2[nH]c(SCc3ccc(-c4nnco4)cc3)nc2c1	2%
O=C(CSc1nnc(CCCN2C(=O)c3cccc4cccc(c34)C2=O)n1-c1ccccc1)NCc1cccnc1	-7%
CCc1ccc(Nc2nnc(SCn3nnc4ccccc4c3=O)s2)cc1	-16%
CCCCOc1ccc(Cl)cc1CSc1n[nH]c(C)n1	-6%
Cc1nc(SCC(=O)NCCc2ccc(Cl)cc2)nc(C)c1C	-8%
Cc1nc(Cc2nnc(SCc3nc(N)nc(Nc4ccccc4C)n3)o2)cs1	-22%
COc1cccc(/C=N/NC(=O)CSc2nnc(C)n2-c2ccccc2)c1OC	-9%

An excerpt, so the mix of outcomes need not match the whole.
